CHT PAM – allosterically activates the human high affinity choline transporter; B-score at 10 µM; actives 0.49% (n = 310,000); AID 488977; CHT-expressing cells, membrane potential dye, choline EC20; hits give high values; LV-AA mutant CHT in HEK293 cells;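 active means initial fluorescence not abnormally high and integrated response B-score, plate-corrected, over 3 SD above library mean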
Target sequence (Q9GZV3 whole entry, looked up): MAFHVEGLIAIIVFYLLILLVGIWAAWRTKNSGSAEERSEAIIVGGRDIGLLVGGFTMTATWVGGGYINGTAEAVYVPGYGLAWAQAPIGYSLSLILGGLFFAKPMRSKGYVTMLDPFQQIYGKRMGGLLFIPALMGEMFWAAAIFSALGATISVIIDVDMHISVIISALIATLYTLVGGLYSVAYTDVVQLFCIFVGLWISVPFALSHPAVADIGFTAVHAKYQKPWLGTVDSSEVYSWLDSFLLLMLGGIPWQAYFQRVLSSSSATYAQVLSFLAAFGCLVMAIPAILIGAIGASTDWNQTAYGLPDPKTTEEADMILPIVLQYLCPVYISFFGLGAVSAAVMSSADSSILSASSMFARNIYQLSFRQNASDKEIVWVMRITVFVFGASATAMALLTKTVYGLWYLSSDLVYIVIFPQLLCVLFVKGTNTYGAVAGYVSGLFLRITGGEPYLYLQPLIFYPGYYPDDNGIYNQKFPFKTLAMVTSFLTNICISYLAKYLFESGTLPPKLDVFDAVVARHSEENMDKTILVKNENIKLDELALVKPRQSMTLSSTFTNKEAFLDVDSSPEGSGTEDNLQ
OX1R antagonist – blocks the human orexin 1 receptor. CHO/OX1R cells, Fluo-8 calcium fluorescence, orexin A. O43613. actives 0.43% (n = 330,000). inhibition, % at 5 µM. AID 434989;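 active means inhibition above its plate's threshold, mean inhibition of all tested compounds on the plate plus 3 SD, cut at about 37% in these data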;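 further: 0% = orexin A challenge wells and 100% = SB-334867-A antagonist wells; not every result past the cut was called active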
Target sequence (O43613 whole entry, looked up): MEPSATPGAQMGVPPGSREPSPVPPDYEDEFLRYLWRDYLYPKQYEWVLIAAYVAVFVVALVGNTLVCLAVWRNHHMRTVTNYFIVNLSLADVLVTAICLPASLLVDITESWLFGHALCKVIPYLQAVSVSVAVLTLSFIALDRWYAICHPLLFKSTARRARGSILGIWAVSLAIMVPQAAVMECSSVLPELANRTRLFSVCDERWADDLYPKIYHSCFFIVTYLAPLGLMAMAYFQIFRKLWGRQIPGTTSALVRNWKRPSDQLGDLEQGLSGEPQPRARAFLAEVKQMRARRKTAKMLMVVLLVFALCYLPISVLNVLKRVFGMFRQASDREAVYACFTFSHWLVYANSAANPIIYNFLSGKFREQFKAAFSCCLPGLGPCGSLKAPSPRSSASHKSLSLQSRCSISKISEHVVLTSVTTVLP
An asterisk follows results filed as active; i = inactive; . = not tested or not shown.

Every second line gives: CHT PAM, OX1R antagonist
CCN(CC(=O)Nc1ccc(NC(C)=O)cc1)C(=O)c1cccc(S(=O)(=O)N2CCc3ccccc3C2)c1
 : i, -19
CCc1ccc(OCC(=O)N2CCN(c3ccccn3)CC2)c(Br)c1
 : i, -24
CSc1cccc(CN2CCN(CCc3ccccc3)C(CCO)C2)c1 (configuration not stated)
 : i, -40
COc1ccc(/C(C)=N/NC(=O)c2ccccc2N)cc1
 : i, -11
COc1ccc(/C=C2\CCCC(C(=O)C(F)(F)F)=C2O)cc1OC
 : i, -31
COc1ccccc1C(N)=S
 : i, -15
O=C(c1cnc2sccn2c1=O)N1CCCc2ccccc21
 : i, -3
COc1ccc(CNC(=O)CN2C(=O)CC(c3ccccc3)=Nc3ccccc32)cc1
 : i, -13
O=C1C=C(c2ccc(-c3ccccc3)c(F)c2)C[C@@H](c2ccc(F)cc2)C1
 : ., -8
Cc1cccc(-n2ncc(C#N)c2N)c1
 : i, -13
O=C(CS(=O)(=O)c1ccccc1)NC1CCCCC1
 : i, -17
COc1cc(OC)cc(-c2nc(N)n[nH]2)c1
 : i, 0
CCOc1ccccc1OCCCC(=O)NC1CCCc2ccccc21 (configuration not stated)
 : i, -10
COc1ccc2oc(=O)c(-c3csc(Nc4cccc(O)c4)n3)cc2c1
 : i, 1
COc1ccc2nc(COC(=O)c3cccc([N+](=O)[O-])c3)c(C(C)=O)[n+]([O-])c2c1
 : i, -19
O=C(O)c1cc(S(=O)(=O)O)cc(Nc2c3ccccc3nc3ccccc23)c1O
 : i, -13
CCCCCCCCCCC[N+](C)(C)CC/C=C1/c2ccccc2Sc2ccc(Cl)cc21
 : i, 3
C=CCOc1c(CNC2CCCC2)cc(Cl)cc1OC
 : i, -18
COc1ccccc1-n1c(SCC(=O)O)nc2sc3c(c2c1=O)CCC3
 : i, -7
O=C(CN1CCN(S(=O)(=O)N2CCCCCC2)CC1)Nc1ccc(F)cc1
 : i, -8

3 records drawn at random from the list so far:
Every second line gives: CHT PAM, OX1R antagonist
CSc1cccc(CN2CCN(CCc3ccccc3)C(CCO)C2)c1 (configuration not stated)
 : i, -40
COc1ccc(CNC(=O)CN2C(=O)CC(c3ccccc3)=Nc3ccccc32)cc1
 : i, -13
COc1ccccc1C(N)=S
 : i, -15

More results follow.
Every second line gives: CHT PAM, OX1R antagonist
COCCN=c1scc(-c2ccccc2)n1/N=C/c1c[nH]c2ccccc12
 : i, -4
O=S(=O)(N/N=C\c1ccccc1O)c1ccc(Cl)cc1
 : i, .
O=C(NCc1n[nH]c(=S)n1-c1cccc(Cl)c1)c1cccs1
 : i, -10
CCc1ccc2[nH]c(=O)c(CN(Cc3ccc(F)cc3)C(c3nnnn3CCN3CCOCC3)C(C)C)cc2c1 (configuration not stated)
 : i, -24
O=C(O)C(C/C(=N/O)c1ccc(Br)cc1)P(=O)(c1ccccc1)c1ccccc1 (configuration not stated)
 : i, 1
COc1ccc(NC(=O)CCN2CCN(S(=O)(=O)c3cc(Cl)ccc3Cl)CC2)cc1
 : i, 1
O=C(CSc1nncs1)NCc1ccc2c(c1)OCO2
 : i, -5
CC(=O)OCC1=C(C(=O)O)N2C(=O)C(NC(=O)c3ccc(COc4c(C)cccc4Cl)o3)C2SC1 (configuration not stated)
 : i, -15
O=C(CN(c1ccccc1F)S(=O)(=O)c1ccccc1)NC1CCCCCC1
 : i, -6
COc1cccc(CNCCO)c1OCc1ccc(Cl)cc1
 : i, -9
O=C(Nc1ccc([N+](=O)[O-])cc1)c1ccc(Cn2cc([N+](=O)[O-])cn2)cc1
 : i, 19
COCC(=O)Nc1ccc(C)c(Cl)c1
 : i, -2
O=c1nc2ccccc2c2n1CC(CN1CCN(c3ccc(F)cc3)CC1)N2 (configuration not stated)
 : i, -20
CCN(CC(=O)Nc1ccccc1OC)CC(=O)Nc1ccccc1-c1ccccc1
 : i, -13
c1ccc(Cn2nnnc2C(c2ccccn2)N2CCOCC2)cc1 (configuration not stated)
 : i, -14
COC(=O)c1cc2ccsc2n1Cc1cc(=O)n2ccccc2n1
 : i, -14
CCOc1ccccc1NC(=O)C1CCN(c2ccc(S(=O)(=O)N3CCCC3)cc2)CC1
 : i, -17
CC(=O)Nc1ccc(S(=O)(=O)NCCOc2ccc(Cl)cc2C)cc1
 : i, -22
O=C(CNS(=O)(=O)c1c(Cl)cccc1Cl)OCC(=O)N1CCN(c2ccccc2)CC1
 : i, -33
Cc1ccn2c(=O)nc(SCC(=O)c3ccc(Cl)cc3)nc2c1
 : i, -7

Next part; the last two above are carried over.
Every second line gives: CHT PAM, OX1R antagonist
O=C(CNS(=O)(=O)c1c(Cl)cccc1Cl)OCC(=O)N1CCN(c2ccccc2)CC1
 : i, -33
Cc1ccn2c(=O)nc(SCC(=O)c3ccc(Cl)cc3)nc2c1
 : i, -7
COc1cccc(CN2C(=O)Nc3ccccc3C(=O)N2C(C)(C)C)c1
 : i, -18
CCN1/C(=C/c2ccc3ccccc3[n+]2CC)C=Cc2ccccc21
 : i, 27
Nc1cc(Cl)ccc1Oc1ccc(Cl)cc1
 : i, -18
CCCCCCCN=C(C)c1ccccc1O
 : i, 6
CC1Sc2ccc(S(=O)(=O)N3CCC(C(=O)NCc4ccco4)CC3)cc2NC1=O (configuration not stated)
 : i, 1
Cc1ccc(NC(=O)Cn2cc(S(=O)(=O)c3ccccc3)c(=O)c3cc(F)ccc32)cc1
 : i, -10
CC1CN(C(=O)COc2coc(CN3CCc4ccccc4C3)cc2=O)CC(C)O1 (configuration not stated)
 : i, -4
O=C(C[N+]1(CC#Cc2ccccc2)CCCCC1)c1ccccc1
 : i, -27
C=CCN(c1ccccc1)S(=O)(=O)c1cccc(C(=O)Nc2cccc(C)n2)c1
 : i, -34
COc1ccccc1C(=O)Nc1ccc(C(=O)/C=C/c2cccs2)cc1
 : i, 2
CCC(=O)NCCCCCCNC(=O)CC
 : i, 18
COc1ccc2nc(NNC(=O)COc3ccccc3)sc2c1
 : i, -22
CCOCCn1c(CN2CCN(c3ccccc3)CC2)nc2c1c(=O)n(C)c(=O)n2C
 : i, -28
Cc1cc(C)c(NC(=O)COC(=O)/C=C/c2cccs2)c(C)c1
 : i, -14
CC(C)c1cc(=O)oc2c3c4c(cc12)CCCN4CCC3
 : i, -19
CCC(=O)Nc1ccc(S(=O)(=O)N2CCc3ccccc3C2)cc1
 : i, -1
O=C1NC(CCc2ccccc2)C(=O)N1Cc1cccc2ccccc12 (configuration not stated)
 : i, -15
COc1cc(NC(=S)N2c3ccccc3CC2C)cc(OC)c1 (configuration not stated)
 : i, .
NC(=O)CC(NC(=O)c1ccccc1)c1ccc(NCc2ccccn2)c([N+](=O)[O-])c1 (configuration not stated)
 : i, -17
Cc1ccc2nc(N3CCN(C)CC3)c(C#N)cc2c1
 : i, -3
CC1CCN(C(=O)CN(c2ccc3c(c2)OCO3)S(C)(=O)=O)CC1
 : i, -5
CCCn1cc2c(c1-c1ccc(C)cc1)c(=O)n(C)c(=O)n2C
 : i, -25
Cc1csc(NC(C)c2nc3cc(C(F)(F)F)ccc3n2CCCO)n1 (configuration not stated)
 : i, -12
COc1ccc(OC)c(C2C(C(C)=O)=C(O)C(=O)N2CCc2ccc(OC)c(OC)c2)c1 (configuration not stated)
 : i, -6
O=c1cc(C(F)(F)F)[nH]c(=O)n1C1CCCCC1
 : i, -5
COc1cc(C(C)=O)ccc1OCC(=O)N1CCc2ccccc2C1
 : i, -23
COc1cc(CNc2ccc(S(N)(=O)=O)cc2)ccc1OCC(=O)NC1CCCCC1
 : i, -17
CCOC(=O)CSc1nc2c(c(=O)n(C)c(=O)n2C)n1Cc1ccccc1F
 : i, -25
CCc1cn([C@H]2C[C@H](O)[C@@H](CO)O2)c(=O)[nH]c1=O
 : i, 0
Cc1ccccc1C(=O)N1CC(=O)Nc2ccc(F)cc2C1c1ccccc1 (configuration not stated)
 : i, -16
Cc1ccc(C(=O)Nc2ncccc2C)cc1S(=O)(=O)N1CCCCC1
 : i, -16
CCCOc1cccc(C(=O)O)c1
 : i, 4
CC1=C(Sc2ccccn2)C(=O)NC(C)(C)C1
 : i, -5
C/C(=N\NC(=S)NC1CCCCC1)c1ccc(C#N)cc1
 : i, -11
c1ccc2c(c1)nc(N1CCCCCC1)c1ccccc12
 : i, -28
COc1ccccc1N/N=C/c1c(CO)cnc(C)c1O
 : i, -4
CCOC(=O)c1c(C)[nH]c(C(=O)OCC(=O)N2c3ccccc3CC2C)c1C (configuration not stated)
 : i, -6
CCOc1ccccc1NC(=S)N(CCCN1CCOCC1)Cc1cn(C)c2ccccc12
 : i, -36
Cc1c(C)c2ccc(OCC(=O)NCc3ccccn3)cc2oc1=O
 : i, -22
Cc1[nH]c(C)c(S(=O)(=O)Nc2ccccc2Cl)c1C(=O)N1CCCC1
 : i, -8
CCN(CC)CCCNc1oc(-c2ccc(OC)c(OC)c2)nc1C#N
 : i, -18
CC(=O)c1ccc2cccc3c2c1N=CN3C
 : i, -5
CCCCOc1ccc(C(=O)N/C(=C\c2ccc([N+](=O)[O-])cc2)C(=O)OCc2ccco2)cc1
 : i, 0
COc1ccc(NC(=O)CN(C)S(=O)(=O)c2ccc3c(c2)CC(C)N3C(C)=O)cc1OC (configuration not stated)
 : i, -10
NS(=O)(=O)c1ccc(NC(=O)COC(=O)c2cnccn2)cc1
 : i, -1
O=C(Nc1cccc(C(F)(F)F)c1)C1CCCN1S(=O)(=O)c1cccc2cccnc12 (configuration not stated)
 : i, 80*
COc1ccc(OCC(=O)N/N=C(\C)CC(=O)Nc2cccc([N+](=O)[O-])c2)cc1
 : i, -21
Cc1cc(C)cc(N(CC(=O)N2CCOCC2)S(=O)(=O)c2ccccc2)c1
 : i, -18
CCc1ccc(N2CC(C(=O)OCC(=O)NC3CC3)CC2=O)cc1 (configuration not stated)
 : ., 11
COc1ccc(C(=O)NC2CCN(CC(=O)N3CCCCC3)CC2)cc1
 : i, -24
Cc1cccc(OCC(=O)N2CCN(C(=O)c3ccco3)CC2)c1
 : i, -11
Cc1ccc(S(=O)(=O)N/N=c2\oc3ccccc3cc2C(=O)Nc2cccc(C)c2)cc1
 : i, 3
CC(C)c1ccc(S(=O)(=O)N2CCN(C(=O)CN3C(=O)c4ccccc4C3=O)CC2)cc1
 : ., 6
CN(CCC(=O)c1ccccc1)CCC(=O)c1ccccc1
 : i, .
O=C(NCC1CCCO1)c1cccc(Br)c1 (configuration not stated)
 : i, -15
CN(Cc1nc(-c2cccnc2)no1)S(=O)(=O)c1ccc(Br)cc1
 : i, -11
CCOC(=O)Cc1csc(N)n1
 : i, -17
CC12CC3(C)CC(C)(C1)CC(C(=O)NCC(=O)O)(C2)C3
 : i, -6
Cc1nc(N2CCOCC2)sc1C=O
 : i, -3
Cc1cccc(OCC(=O)NNC(=O)c2ccccc2OCc2c(C)noc2C)c1
 : ., -14

Continuation:
Every second line gives: CHT PAM, OX1R antagonist
COC(=O)/C=c1/s/c(=C(/C#N)C(=O)NCc2ccccc2)n(-c2ccccc2)c1=O
 : i, -8
c1ccc(-c2nnc(CN3CCN(C(c4ccccc4)c4ccccc4)CC3)o2)cc1
 : i, -34
CCCCOC(=O)c1ccc(OC(=O)N2CCOCC2)cc1
 : i, 3
COCCn1c(N)c(C#N)c2nc3ccccc3nc21
 : i, 1
COc1cc(OC)cc(C(=O)NC(=S)Nc2ccc3[nH]c(=O)[nH]c3c2)c1
 : i, 2
COc1cccc2cc(C(=O)NCCN3CCOCC3)c(=O)oc12
 : i, -5
C=C(C)c1cccc(C(C)(C)NC(=O)NCC2COCCO2)c1 (configuration not stated)
 : i, -2
Cc1ccc(NC(=O)NCc2cccnc2)cc1Cl
 : i, -18
CC(=O)N1c2ccc(S(=O)(=O)NCC3CCC(C(=O)N(C)Cc4ccccc4)CC3)cc2CC1C (configuration not stated)
 : i, -29
O=C(CN1CCCN(Cc2ccc(F)cc2Cl)C1=O)NC1CCCCCCC1
 : i, -35
C[C@H]1COc2c(C3(N)CC3)c(F)cc3c(=O)c(C(=O)O)cn1c23
 : i, 7
CCOC(=O)C1C(c2ccc(Cl)cc2)NC(=S)NC1(O)C(F)(F)F (configuration not stated)
 : i, -16
OCCC1CN(Cc2cccn2-c2nccs2)CCN1C1CCCCC1 (configuration not stated)
 : i, -36
Nc1ccccc1Oc1ncc(C(F)(F)F)cc1Cl
 : i, -2
CC(=O)NCCc1nc2cc(NC(=O)c3ccccc3)ccc2n1C
 : i, -7
Cc1cc(CN(C)C(=O)CC2C(=O)NCCN2Cc2ccc(-c3ccccc3)cc2)on1 (configuration not stated)
 : i, -30
CC(=O)c1c(C)cc(C)c(CSc2nc(C)cc(=O)[nH]2)c1C
 : i, -11
CCOc1ccc(C(=O)/C=C/c2ccccc2C(F)(F)F)cc1
 : i, -13
Cc1cc(C)nc(SCC(=O)OCN2C(=O)c3ccccc3C2=O)n1
 : i, -13
O=C(Oc1ccccc1C(=S)N1CCOCC1)c1ccc([N+](=O)[O-])cc1[N+](=O)[O-]
 : i, -11
CC(C)(C)NC(=O)c1ccc2c(c1)N(CC(=O)N1CCN(c3ccccc3F)CC1)C(=O)C(C)(C)O2
 : i, -34
Cc1ccc(C(=O)NCC(=O)NCC(c2cccs2)N2CCOCC2)cc1C (configuration not stated)
 : i, -23
CCC(C)(C)NC(=O)C(c1ccc(C)o1)N(C(=O)c1csnn1)c1cccc(F)c1 (configuration not stated)
 : i, -28
O=C(NN=Cc1ccccc1OC(F)F)c1ccc(NS(=O)(=O)c2cccs2)cc1
 : ., -1

Some of the entries so far, as labelled records.
CC(C)(C)NC(=O)c1ccc2c(c1)N(CC(=O)N1CCN(c3ccccc3F)CC1)C(=O)C(C)(C)O2
- CHT PAM: i
- OX1R antagonist: -34
CCC(C)(C)NC(=O)C(c1ccc(C)o1)N(C(=O)c1csnn1)c1cccc(F)c1 (configuration not stated)
- CHT PAM: i
- OX1R antagonist: -28
Cc1ccc(C(=O)NCC(=O)NCC(c2cccs2)N2CCOCC2)cc1C (configuration not stated)
- CHT PAM: i
- OX1R antagonist: -23
O=C(NN=Cc1ccccc1OC(F)F)c1ccc(NS(=O)(=O)c2cccs2)cc1
- CHT PAM: .
- OX1R antagonist: -1

Screening data: PubChem, several laboratories
